HP1b chromo inh – HP1-beta chromodomain-methylated histone interaction inhibition. P83916. AlphaScreen HP1-beta / biotin-H3K9me3 peptide binding. Potency, µM (top dose mostly 114 µM), for the others: top-dose activity change, negative = inhibition, usual class: inhibitors. 0.56% of 390,000 active. AID 540317; further: potency means the concentration at half of the fitted maximal effect; nearly all actives have a fitted effect of over 70% in size; inactives centre near 23
Target sequence (P83916 whole entry, looked up): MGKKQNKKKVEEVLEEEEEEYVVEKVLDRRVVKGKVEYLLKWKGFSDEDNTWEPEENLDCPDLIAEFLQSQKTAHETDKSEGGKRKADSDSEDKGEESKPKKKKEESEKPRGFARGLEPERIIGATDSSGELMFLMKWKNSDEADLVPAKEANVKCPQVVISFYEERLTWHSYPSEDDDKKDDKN
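Compound inhibition of the preformed complex between 50 nM HP1-beta and 50 nM biotinylated H3K9me3 peptide was read by AlphaScreen. Buffer was PBS pH 7.4 with 0.01% Tween-20. Incubations ran 30 min at room temperature, with 10 ug/mL donor/acceptor beads.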
PI4K2A inh – inhibitors of human PI4K2A; Q9BTU6; purified PI4K2A, ADP-Glo luminescence, 1 h; active compounds read low; activity change, negative = inhibition, % at 76.9 µM; 0.13% of 420,000 active; AID 1346378; in the data active means activity change below about -50%; inconclusive means mostly about -30% to -49%;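 further: -100% = wells without enzyme as full effect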
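In this quantitative HTS, ADP production by PI4K2A was quantified luminescently after 1 h at ambient temperature; 100 microM adenosine served as plate-quality control.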
GLS inh – glutaminase GLS (human) inhibition. GLS enzymatic activity, qHTS titration. Potency, µM (doses to about 45.5 µM), for the others: at the highest dose activity change, negative = inhibition, actives largely listed as inhibitors. 0.21% of 410,000 active; further: potency means the concentration at half of the fitted maximal effect; on the % scale 0 is the no-effect control and ±100 the full control effect
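Read-out is an Amplex red fluorescence increase coupled through glutamate oxidase and HRP, measured before and after 30 min room-temperature incubation. hKGA is in 45 mM KH2PO4 (pH 8.2) with 0.02% Tween-20; glutamine added as 1mM solution.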
TrxR1 substrate – substrates of rat thioredoxin reductase 1; 0.01% of 390,000 active; AID 588456; purified TrxR1 substrate turnover, NADPH consumption readout; O89049; Potency, µM (series often up to 114 µM), without a hit: at the highest dose activity change, negative = substrate turnover; further: potency means the concentration at half of the fitted maximal effect; on the % scale 0 is the no-effect control and ±100 the full control effect; nearly all actives have a fitted effect of over 50% in size
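Rat TrxR1, dispensed at 90 nM, was prereduced with 400 uM NADPH (final) for 5 min at ~22 deg C, then incubated with compound 15 min before 400 uM selenite. A first-read NADPH fluorescence drop versus no-compound background flagged substrates.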
Pin1 inh – blocks the human prolyl isomerase Pin1; 0.009% of 390,000 active; Potency, µM (highest dose often 115 µM), inactives show at the top dose activity, negative = inhibition, usual class: inhibitors; Q13526; Pin1 FP peptide displacement, HiFluor488, 10 min; AID 504891; active means well fitted inhibition curve with a large enough effect in the polarisation, with a control signal flat, not every such curve was filed as active; inconclusive means small, poorly fitted or top-dose-only effect, or effect the other way, or a change in a side signal; inactive means no such curve, though single readings can be large or run the other way; the % refers to the polarisation; further: potency means the concentration at half of the fitted maximal effect; on the % scale 0 is the no-effect control and ±100 the full control effect
PGK inhibitor – T. brucei PGK inhibition; PGK/GAPDH coupled, Kinase-Glo luminescence, 60 min; Potency, µM (highest dose often 57.5 µM), for the others: top-dose activity change, negative = inhibition, hits mostly inhibitors; 0.043% of 380,000 active; AID 602233; further: potency means the concentration at half of the fitted maximal effect; on the % scale 0 is the no-effect control and ±100 the full control effect; nearly all actives have a fitted effect of over 60% in size
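Luminescent ATP detection (Kinase-Glo Plus) follows a 60-minute room-temperature incubation, with wells lacking PGK as controls. Buffer: 100 mM TEA (pH 7.6), 5 mM MgCl2, 0.01% Tween-20. Coupling enzyme GAPDH (100 nM final) supplies unstable 1,3-BPG in-well.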
IDH1 R132H inh – inhibitors of human mutant IDH1 R132H. O75874. IDH1-R132H enzyme, NADPH consumption, diaphorase/resazurin fluorescence. Potency, µM (titrated, usually from 76.6 µM), for the others: top-dose activity change, negative = inhibition, most hits filed as inhibitors. 0.093% of 390,000 active. AID 602179; further: potency means the concentration at half of the fitted maximal effect; on the % scale 0 is the no-effect control and ±100 the full control effect; nearly all actives have a fitted effect of over 65% in size
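IDH1-R132H (0.5 ug/mL dispensed) in pH 7.5 Tris buffer was preincubated 30 min with compound, then given a substrate mix of 0.016 mM NADPH and 2 mM alpha-KG for 80 min at room temperature; remaining NADPH was read by diaphorase/resazurin fluorescence.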
rTrxR1 inhibitor – rat TrxR1 inhibition; O89049; recombinant rTrxR1, NADPH fluorescence consumption, selenite substrate; Potency, µM (titrated, usually from 114 µM), inactives show at the top dose activity change, negative = inhibition, usual class: inhibitors; 1% of 390,000 active; AID 588453; further: potency means the concentration at half of the fitted maximal effect; on the % scale 0 is the no-effect control and ±100 the full control effect; nearly all actives have a fitted effect of over 65% in size
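Rat TrxR1 (90 nM in the dispensed reagent) was pre-reduced with 400 uM NADPH for 5 min at room temperature, then incubated with compound for 15 min. After 400 uM selenite was added, NADPH fluorescence (Ex 340/Em 450 nm) was followed for 8 min.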
USP1 inh – blocks the human USP1/UAF1 deubiquitinase complex. O94782. recombinant USP1/UAF1, Ub-Rhodamine cleavage fluorescence. Potency, µM (top dose mostly 57.1 µM), inactives show at the highest dose activity change, negative = inhibition, actives largely listed as inhibitors. 0.23% of 390,000 active; further: potency means the concentration at half of the fitted maximal effect; on the % scale 0 is the no-effect control and ±100 the full control effect; nearly all actives have a fitted effect of over 60% in size; inactives centre near -12
Target sequence (O94782 whole entry, looked up): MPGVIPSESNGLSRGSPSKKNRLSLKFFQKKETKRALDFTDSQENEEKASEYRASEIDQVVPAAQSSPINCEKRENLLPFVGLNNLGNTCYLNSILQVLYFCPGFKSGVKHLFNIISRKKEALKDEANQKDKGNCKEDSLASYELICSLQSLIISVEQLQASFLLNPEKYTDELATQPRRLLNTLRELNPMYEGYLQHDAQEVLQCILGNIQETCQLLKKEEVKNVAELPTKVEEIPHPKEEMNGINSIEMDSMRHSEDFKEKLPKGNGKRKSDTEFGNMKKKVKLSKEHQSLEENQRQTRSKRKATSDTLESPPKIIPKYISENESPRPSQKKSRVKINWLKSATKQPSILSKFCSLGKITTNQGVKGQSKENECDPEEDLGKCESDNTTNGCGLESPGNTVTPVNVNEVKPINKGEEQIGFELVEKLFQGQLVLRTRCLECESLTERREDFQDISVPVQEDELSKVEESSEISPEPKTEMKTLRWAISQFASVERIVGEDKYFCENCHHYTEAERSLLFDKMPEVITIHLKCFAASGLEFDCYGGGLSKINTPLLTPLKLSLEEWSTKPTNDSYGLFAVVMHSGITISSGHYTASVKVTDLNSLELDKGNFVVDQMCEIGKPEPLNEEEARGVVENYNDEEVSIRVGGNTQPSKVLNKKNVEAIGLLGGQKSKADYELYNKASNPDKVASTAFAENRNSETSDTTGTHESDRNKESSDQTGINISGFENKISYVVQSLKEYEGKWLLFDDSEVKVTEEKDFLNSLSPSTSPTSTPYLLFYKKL
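Step one: compound is pinned into 1nM USP1/UAF1 in HEPES pH 7.8 buffer with TCEP. Step two: 15 min room-temperature incubation. Step three: Ub-Rho (150nM final) starts cleavage, tracked by fluorescence over six one-minute reads.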
The depositor's hits bear a star; i = inactive; ? = inconclusive; / = no result given; [ ] = remark or other dose. Unless noted, the call rests on the fitted dose curve; in most records, active means well fitted curve in the direction sought with a large enough effect; inconclusive means small, poorly fitted or top-dose-only effect, or another doubt; inactive means no such curve, though single readings can be large; an effect the other way counts as inactive or inconclusive. These rows are one share of the data, so the mix of outcomes need not match the whole.

Start of the listing, in advance (2 entries):
HP1b chromo inh	PI4K2A inh	GLS inh	TrxR1 substrate	Pin1 inh	PGK inhibitor	IDH1 R132H inh	rTrxR1 inhibitor	USP1 inh	mol
34%	-1	10%	-2%	0%	0%	5%	-1%	-21%	CC1(C)NC(=O)N(c2ccccc2Cl)C1(C)NO (centres undefined)
11%	-6	-5%	-12%	-2%	/	3%	10%	-3%	Cc1ccccc1Nc1nc(N)nc(CSc2nc3ccccc3c(=O)n2CCCO)n1

All compounds of this part, previewed entries included:
HP1b chromo inh	PI4K2A inh	GLS inh	TrxR1 substrate	Pin1 inh	PGK inhibitor	IDH1 R132H inh	rTrxR1 inhibitor	USP1 inh	mol
34%	-1	10%	-2%	0%	0%	5%	-1%	-21%	CC1(C)NC(=O)N(c2ccccc2Cl)C1(C)NO (centres undefined)
11%	-6	-5%	-12%	-2%	/	3%	10%	-3%	Cc1ccccc1Nc1nc(N)nc(CSc2nc3ccccc3c(=O)n2CCCO)n1
14%	3	0%	-2%	-4%	-8%	4%	-6%	-10%	COCc1[nH][nH]c(=O)c1C=Nc1ccc(F)cc1F
12%	-8	36%[activator]	-7%	8%	-1%	1%	-12%[57.1 µM]	5%	CC(=O)C1=C(O)C(=O)N(CCCCCC(=O)O)C1c1ccc(N(C)C)cc1 (centres undefined)
23%	6	-3%	5%[0.457 µM]	29%	-10%	0%	16%	-22%	COc1cccc(CNC(=O)c2ccc3c(c2)N(Cc2ccc(F)cc2Cl)C(=O)c2ccccc2S3)c1
21%	2	-2%	-3%	?	-10%	1%	32%	?	CCOC(=O)c1c(C)oc2nc(C)nc(N3CCN(c4cccc(C(F)(F)F)c4)CC3)c12
25%	3	-1%	-3%	0%	i	0%	9%	-11%	CCC1CCC(C(=O)NC(CCSC)C(=O)NCCN(CC(C)C)CC(C)C)CC1 (centres undefined)
26%	4	0%	17%	-3%	-6%	7%	2%	-14%	O=C(Nc1ccccc1C(=O)NC1CCCCC1)c1ccco1
10%	6	-17%	6%	-4%	10%	8%	12%	-16%	COc1ccc(C(=O)N[C@H](C(=O)NCC2CCCCC2)C(C)C)cc1
25%	11	-5%	9%	3%	-7%	9%	8%[57.1 µM]	-11%	Cc1nn(-c2ccccc2)c(Cl)c1C(=O)NCC(C)C
31%	-1	-2%	-1%	4%	-2%	-6%	3%	-13%	CCc1ccc(CNC(=O)c2nn(-c3ccc(C)cc3)c(=O)c3c2c2ccccc2n3C)cc1
30%	-5	-11%	-9%[11.4 µM]	-12%	-1%	3%	17%[11.4 µM]	-20%	Cn1c(=O)c2c(nc3sccn32)n(C)c1=O
5%	2	2%	8%	0%	/	0%	-13%	-14%	O=C(O)C1Cc2c([nH]c3ccccc23)C(c2ccc3c(c2)OCO3)N1 (centres undefined)
-13%	-1	16%	3%[57.1 µM]	-16%	-3%	4%	1%[57.1 µM]	-17%	CC1C(=O)N2CCCc3cc(NS(=O)(=O)c4ccc(F)cc4)cc1c32 (centres undefined)
57%[activator]	2	3%	6%	-2%	-6%	4%	21%	?	CCOc1ccccc1C(=O)Nc1cccc2ccccc12
-11%	1	-3%	3%	4%	0%	1%	9%	-15%	COc1ccccc1N(CC(=O)NCC1CCCO1)C(=O)CNS(=O)(=O)c1ccc(C)cc1 (centres undefined)
22%	-5	-11%	10%	-9%	11%	0%	14%	?	Cc1ccc2c(c1)cc1c(=O)n(CC(=O)N3CCCCC3)nc(C)n12
5%	6	2%	-11%[11.4 µM]	-6%	-1%	1%	19%[11.4 µM]	-17%	Cn1c(/C(C#N)=C(\O)CN2CCN(Cc3ccccc3)CC2)nc2ccccc21
24%	-1	-1%	-4%	-3%	8%	3%	-9%	-5%	CC(c1ccccc1)n1c(N2CCNCC2)nc2c1c(=O)[nH]c(=O)n2C (centres undefined)
20%	-9	12%	-3%	-1%	5%	-1%	3%	0%	COc1ccc(S(=O)(=O)Nc2nc3c(s2)CCCC3)cc1
30%	0	-13%	-2%	0%	-7%	1%	10%	-20%	COc1cc(OC)cc(C(=O)N[C@H](C(=O)OCC(=O)Nc2ccc(C)cc2C)C(C)C)c1
15%	0	12%	-1%	1%	i	1%	16%	-10%	O=C(c1ccc(Cl)cc1)N1CCCC(C(=O)N2CCN(c3ccccc3)CC2)C1 (centres undefined)
-9%	-3	7%	-4%	0%	-5%	-2%	13%	-7%	Cc1ccc(C)c(N2CCN(CCCNC(=O)c3nnc(Cc4ccc(F)cc4Cl)o3)CC2)c1
?	0	-18%	-6%	3%	-8%	4%	14%[57.1 µM]	-2%	COc1ccc(-c2cc(C(=O)Nc3ccc(C)c(N)c3)c3ccccc3n2)cc1
32%	-4	6%	-2%	-3%	i	4%	-2%	-12%	CCN(CC(=O)NCc1ccc(F)cc1)Cc1nc2cc(Cl)ccc2c(=O)[nH]1
20%	2	14%	2%	-9%	-6%	9%	17%	-2%	COc1ccc(C2CC(=O)N(CC(=O)NCC3CCCO3)c3ccccc3S2)cc1 (centres undefined)
22%	-4	-8%	2%	4%	i	6%	-3%	-24%	CC(C)Oc1ccc(S(=O)(=O)N2CCOCC2)cc1NC(=O)C1=NN(c2ccccc2)C(=O)CC1
14%	-6	1%	-5%	0%	-8%	2%	3%	-8%	COCCn1c(SCC(=O)N2CCC(C)CC2)nc2c(c1=O)SCC2
55%[activator]	1	1%	0%	2%	i	6%	-3%	-18%	Cc1ccccc1S(=O)(=O)Nc1cccnc1
10%	-1	2%	-3%	18%	-5%	12%	-13%	-23%	O=C(C1=C[C@H](c2ccccc2)C[C@H](OCc2ccc(CO)cc2)O1)N1CCN(Cc2ccc3c(c2)OCO3)CC1
23%	1	13%	-1%	-9%	-8%	-3%	8%	0%	CC(C)c1ccccc1-n1cc[nH]c1=S
16%	5	-7%	13%	-12%	11%	4%	17%	-2%	CCOC(=O)N1CCN(C(=O)CCn2nc(-c3ccc(Cl)cc3)ccc2=O)CC1

Compound profiles, as listed above. Values in the order: HP1b chromo inh | PI4K2A inh | GLS inh | TrxR1 substrate | Pin1 inh | PGK inhibitor | IDH1 R132H inh | rTrxR1 inhibitor | USP1 inh
Profile of COCCn1c(SCC(=O)N2CCC(C)CC2)nc2c(c1=O)SCC2 → 14% | -6 | 1% | -5% | 0% | -8% | 2% | 3% | -8%
Profile of Cc1ccccc1S(=O)(=O)Nc1cccnc1 → 55%[activator] | 1 | 1% | 0% | 2% | i | 6% | -3% | -18%
Profile of CCN(CC(=O)NCc1ccc(F)cc1)Cc1nc2cc(Cl)ccc2c(=O)[nH]1 → 32% | -4 | 6% | -2% | -3% | i | 4% | -2% | -12%
Profile of COc1ccc(C2CC(=O)N(CC(=O)NCC3CCCO3)c3ccccc3S2)cc1 (centres undefined) → 20% | 2 | 14% | 2% | -9% | -6% | 9% | 17% | -2%
Profile of CC(C)c1ccccc1-n1cc[nH]c1=S → 23% | 1 | 13% | -1% | -9% | -8% | -3% | 8% | 0%

More results:
HP1b chromo inh	PI4K2A inh	GLS inh	TrxR1 substrate	Pin1 inh	PGK inhibitor	IDH1 R132H inh	rTrxR1 inhibitor	USP1 inh	mol
16%	-2	14%	6%[57.1 µM]	8%	-8%	2%	-7%[57.1 µM]	-13%	COc1ccccc1NC(=S)N1C2CCC1CC(NC(=O)NC13CC4CC(CC(C4)C1)C3)C2 (centres undefined)
9%	0	14%	4%	12%	-2%	13%	15%	-23%	COc1ccc(NS(=O)(=O)c2cccc(N3CC(O)=C(c4ccccc4)C3=N)c2)cc1
-4%	3	-8%	2%[57.1 µM]	3%	-4%	9%	6%[57.1 µM]	?	Cc1cc(OCC(=O)Nc2ccc(CN3CCCCC3)cc2)ccc1Cl
-1%	1	25%	12%[57.1 µM]	-3%	-2%	2%	11%[57.1 µM]	-20%	Cn1c(-c2ccccc2O)cc2ccccc21
12%	9	4%	15%[57.1 µM]	-9%	i	14%	21%[57.1 µM]	-8%	COCCCNC(=S)N(Cc1ccccc1)Cc1nc2ccccc2c(=O)[nH]1
25%	4	7%	6%	3%	/	-9%	14%	?	CC(C)c1ccc(CNCc2ccccc2)cc1
17%	-6	2%	-2%	0%	-4%	3%	4%	-1%	Cc1ccc(S(=O)(=O)Nc2c(C)n(C)n(-c3ccccc3)c2=O)cc1C(=O)NCc1ccco1
54%[activator]	-22	-3%	2%	0%	3%	2%	13%	-27%	Cc1c(Cl)cccc1NC(=O)Cc1cccs1
14%	7	0%	7%[57.1 µM]	0%	-8%	3%	7%[57.1 µM]	-8%	O=C(CN1C(=O)c2ccccc2S1(=O)=O)NCc1cccnc1
32%	6	20%	-7%	1%	5%	-5%	2%	-12%	COC(=O)c1sccc1NC(=O)C1CC(C)=C(C)CC1C(=O)O (centres undefined)
78%[activator]	-2	1%	-3%	2%	-8%	4%	12%	-19%	CCCN(Cc1cccs1)C(=O)Nc1ccccc1C

Screening data from PubChem.
